SKN-1 inh = inhibitors of C. elegans SKN-1; C. elegans VP596 Pgst-4::GFP/RFP ratio, acrylamide-induced, 24 h; inhibition, % at 21.8 µM; hit rate 0.49% among 360,000; AID 624304;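 active = interference check ratio from 0.5 to 1.5 plus GFP to RFP signal ratio inhibition reaching or exceeding a fixed threshold, cut at about 30% in these data, passing the limit was not always enough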; also: some compounds called inactive have numbers as strong as hits
E coli Lon inh = inhibits E. coli Lon protease. P0A9M0. purified E. coli Lon protease, fluorescence polarization. inhibition, % at 7.94 µM. hit rate 0.42% among 360,000; in the data active = inhibition above about 13%, passing the limit was not always enough;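 also: 0% = enzyme with probe and DMSO and 100% = no enzyme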
Rin1-Abl PPI inh = human Rin1-Abl interaction inhibition; TR-FRET Rin1/Abl binding, biochemical; inhibition, % at 7.35 µM; hit rate 0.4% among 360,000; AID 588664; in the data active = inhibition above about 5%, passing the limit was not always enough
MsrA act = activates bovine MsrA enzyme; purified bovine MsrA, absorbance read-out; activation, % at 10.6 µM; hit rate 0.3% among 360,000; in the data active = activation above about 7.5%;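 also: 0% = vehicle and 100% = reference activator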
NRP1-CendR mod = modulators of CendR peptide binding to human neuropilin-1. inhibition, % at 25 µM. AID 602438. FAM-RPARPAR peptide binding to NRP-1, fluorescence polarization. hit rate 0.85% among 360,000. O14786;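 active = inhibition or corrected inhibition above about 18%, plus a signal ratio from 0.5 to 1.5, limit read from the data, passing the limit was not always enough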; also: strong numbers were not always called active
MLLE-PAM2 inh = blocks PAM2 peptide binding to the PABP1 MLLE domain; GST-MLLE / FITC-PAM2 fluorescence polarization; inhibition, % at 20 µM; P11940; hit rate 0.36% among 360,000; in the data active = inhibition above about 35%, passing the limit was not always enough;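 also: plate controls were DMSO wells with GST-MLLE for no effect and wells lacking GST-MLLE protein for full effect; some results filed as inactive read as strong as hits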
Target sequence (P11940 whole entry, looked up, the tested form may be a part): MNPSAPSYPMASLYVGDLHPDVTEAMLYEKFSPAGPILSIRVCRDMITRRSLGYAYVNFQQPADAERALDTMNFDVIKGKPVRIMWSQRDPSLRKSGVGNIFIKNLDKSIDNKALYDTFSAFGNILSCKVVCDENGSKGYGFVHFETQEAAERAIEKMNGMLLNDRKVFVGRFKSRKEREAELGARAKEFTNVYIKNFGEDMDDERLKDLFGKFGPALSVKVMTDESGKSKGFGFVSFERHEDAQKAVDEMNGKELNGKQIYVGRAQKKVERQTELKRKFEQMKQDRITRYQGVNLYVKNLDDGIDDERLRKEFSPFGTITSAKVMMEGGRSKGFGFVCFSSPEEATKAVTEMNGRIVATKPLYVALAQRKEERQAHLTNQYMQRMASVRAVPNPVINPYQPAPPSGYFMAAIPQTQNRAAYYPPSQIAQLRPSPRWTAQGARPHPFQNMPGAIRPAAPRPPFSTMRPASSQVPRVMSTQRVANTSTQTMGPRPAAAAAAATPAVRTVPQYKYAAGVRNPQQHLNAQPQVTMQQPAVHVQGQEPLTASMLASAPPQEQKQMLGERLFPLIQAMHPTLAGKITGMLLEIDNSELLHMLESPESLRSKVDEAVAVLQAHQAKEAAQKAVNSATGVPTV
FAS-TE inh = inhibitors of human fatty acid synthase thioesterase domain | inhibition, % at 15 µM | P49327 | hit rate 0.67% among 360,000 | AID 602261 | recombinant FAS-TE, OMFH fluorogenic substrate, fluorescence endpoint;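 active = compounds whose normalised, plate-corrected inhibition of enzyme fluorescence in the single-dose primary screen is 50% or more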;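 also: 0% = DMSO with enzyme and 100% = substrate without enzyme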
MT1-MMP act inh = blocks activation of human MT1-MMP; HT1080 RFP-PRO-GFP cells, GFP/RFP ratio fluorescence, overnight; percent of plate control window, DMSO zero; AID 651647; GFP/RFP ratio change, % at 20 µM; hit rate 0.061% among 360,000;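 active = GFP/RFP ratio change of at least 30% with cell ATP level not reduced by more than half and red fluorescence within 50% of control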; also: strong numbers were not always called active
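Material – HT1080 RFP-PRO-GFP cells · Control set – DMSO wells and RFP-L50D-GFP cells · Incubation – overnight cell settling, then overnight compound exposure, 37 °C, 5% CO2 · Compound dosing – single-point 20 µM compound, 1% DMSO · Read-out – GFP/RFP fluorescence ratio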
Neddyl block = inhibitors of human cullin neddylation. P61081+Q13564. TR-FRET cullin neddylation, biochemical. calls only at 25 µM. hit rate 0.58% among 360,000. AID 651699; in the data active = inhibition above about 36%
The depositor's hits bear a star.

Results for O=[N+]([O-])c1cc2c(cc1Br)-c1ccccc1C2 ?
SKN-1 inh: 52.5*; E coli Lon inh: -2.2; Rin1-Abl PPI inh: -0.1; MsrA act: -3.3; NRP1-CendR mod: 1.9; MLLE-PAM2 inh: -11.1; FAS-TE inh: 34.6; MT1-MMP act inh: 2.3; Neddyl block: inactive

Results for Cc1c(NC(=O)CSc2nnnn2Cc2ccccc2)c(=O)n(-c2ccccc2)n1C ?
SKN-1 inh: -5.5; E coli Lon inh: 10.0; Rin1-Abl PPI inh: 1.5; MsrA act: -3.0; NRP1-CendR mod: 2.7; MLLE-PAM2 inh: 4.6; FAS-TE inh: -4.7; MT1-MMP act inh: 4.3; Neddyl block: inactive

Results for COc1ccc(CCN(Cc2cc3cc(C)ccc3[nH]c2=O)C(=O)N2CCCC2)cc1OC ?
SKN-1 inh: 12.0; E coli Lon inh: 8.6; Rin1-Abl PPI inh: -3.6; MsrA act: 2.3; NRP1-CendR mod: 11.5; MLLE-PAM2 inh: -0.2; FAS-TE inh: 2.5; MT1-MMP act inh: 2.9; Neddyl block: inactive

What do the screens show for `Nc1nc(SCc2c(F)cccc2Cl)[nH]c(=O)c1-c1ccccc1`?
SKN-1 inh: -8.0; E coli Lon inh: 0.4; Rin1-Abl PPI inh: 1.9; MsrA act: -11.7; NRP1-CendR mod: 7.1; MLLE-PAM2 inh: 1.5; FAS-TE inh: -12.1; MT1-MMP act inh: -0.4; Neddyl block: inactive

How did COc1cccc(C(=O)Nc2ccc3c(c2)OCO3)c1OC do in these assays?
SKN-1 inh: 17.9; E coli Lon inh: 0.4; Rin1-Abl PPI inh: -0.9; MsrA act: 1.7; NRP1-CendR mod: 4.8; MLLE-PAM2 inh: -4.7; FAS-TE inh: -3.6; MT1-MMP act inh: 1.4; Neddyl block: inactive

What do the screens show for `O=C1NC[C@@H](CCCCN2C[C@H](Cc3ccc(O)cc3)N(CCc3ccc(O)cc3)C(=O)C2=O)N(Cc2ccccc2)C1=O`?
SKN-1 inh: 6.9; E coli Lon inh: 2.4; MsrA act: -4.9; NRP1-CendR mod: -1.2; FAS-TE inh: -5.0; MT1-MMP act inh: 5.0; Neddyl block: inactive

How did COc1ccccc1NS(=O)(=O)c1cccc(C(=O)NNC(=O)C(NC(N)=O)C(C)C)c1 (centres undefined) do in these assays?
SKN-1 inh: 10.7; E coli Lon inh: 0.9; Rin1-Abl PPI inh: -4.3; MsrA act: -0.5; NRP1-CendR mod: 7.6; MLLE-PAM2 inh: 0.4; FAS-TE inh: -5.7; MT1-MMP act inh: 7.8; Neddyl block: inactive

How did Cc1ccc(S(=O)(=O)CCSc2cccc(C(=O)O)c2)cc1 do in these assays?
SKN-1 inh: -9.6; E coli Lon inh: -1.5; Rin1-Abl PPI inh: -0.1; MsrA act: -1.1; NRP1-CendR mod: 1.9; MLLE-PAM2 inh: 44.0*; FAS-TE inh: -1.2; MT1-MMP act inh: 0.1; Neddyl block: inactive

How did Cc1cc(=O)oc(C)c1C(=O)N[C@@H]1CCCCNC1=O do in these assays?
SKN-1 inh: 6.2; E coli Lon inh: 7.2; Rin1-Abl PPI inh: -0.4; MsrA act: 0.6; NRP1-CendR mod: 13.6; MLLE-PAM2 inh: -2.2; FAS-TE inh: -8.5; MT1-MMP act inh: 1.9; Neddyl block: inactive

Results for COc1ccc(N(C(=O)c2ccco2)C(C(=O)NC2CCCC2)c2ccc(OC)c(OC)c2)cc1 (centres undefined) ?
SKN-1 inh: -16.7; E coli Lon inh: 3.5; Rin1-Abl PPI inh: 1.7; MsrA act: -1.5; NRP1-CendR mod: 7.7; MLLE-PAM2 inh: -2.6; FAS-TE inh: 1.1; MT1-MMP act inh: -1.7; Neddyl block: inactive

Results for Cc1ccc(S(=O)(=O)N(CCC#N)CCN2CCCC2)cc1 ?
SKN-1 inh: 10.5; E coli Lon inh: -9.2; Rin1-Abl PPI inh: -3.4; MsrA act: -0.2; NRP1-CendR mod: 0.1; MLLE-PAM2 inh: -5.3; FAS-TE inh: -5.9; MT1-MMP act inh: 4.1; Neddyl block: inactive

How did CCN(CC)Cc1c(O)c(Cl)cc2c(C)cc(=O)oc12 do in these assays?
SKN-1 inh: 19.6; E coli Lon inh: 7.7; Rin1-Abl PPI inh: -0.7; MsrA act: -6.7; NRP1-CendR mod: 20.5; MLLE-PAM2 inh: 40.8*; FAS-TE inh: -8.3; MT1-MMP act inh: -0.7

What do the screens show for `COc1ccc(C(=O)n2nc(C)cc2C)cc1Br`?
SKN-1 inh: -7.1; E coli Lon inh: -9.2; Rin1-Abl PPI inh: -0.8; MsrA act: -6.4; NRP1-CendR mod: 4.7; MLLE-PAM2 inh: 11.6; FAS-TE inh: 3.8; MT1-MMP act inh: -5.2; Neddyl block: inactive

What do the screens show for `CCN(CC(=O)NC1CCS(=O)(=O)C1)S(=O)(=O)c1ccc(C)cc1C` (centres undefined)?
SKN-1 inh: 11.6; E coli Lon inh: 0.5; Rin1-Abl PPI inh: 0.0; MsrA act: -4.1; NRP1-CendR mod: 1.7; MLLE-PAM2 inh: -9.4; FAS-TE inh: -10.3; MT1-MMP act inh: -1.9; Neddyl block: inactive

Results for CC(C)NC(=O)C1CC(=O)N(c2ccc(F)c(Cl)c2)C1 (centres undefined) ?
SKN-1 inh: 11.1; E coli Lon inh: -11.5; Rin1-Abl PPI inh: 1.1; MsrA act: 1.7; NRP1-CendR mod: 8.9; MLLE-PAM2 inh: 7.8; FAS-TE inh: -0.3; MT1-MMP act inh: 0.6; Neddyl block: inactive

Results for Cc1ccc(S(=O)(=O)N[C@H](C(=O)N2CCC3(O)CCCCC3C2)c2ccccc2)cc1 (some centres undefined) ?
SKN-1 inh: -0.9; E coli Lon inh: -13.6; Rin1-Abl PPI inh: 2.2; MsrA act: 2.4; NRP1-CendR mod: 10.3; MLLE-PAM2 inh: 6.3; FAS-TE inh: -3.3; MT1-MMP act inh: 3.3; Neddyl block: inactive

Results for O=C(c1ccco1)c1cc2c(ccc3ccccc32)oc1=O ?
SKN-1 inh: 4.5; E coli Lon inh: -1.7; Rin1-Abl PPI inh: -4.3; MsrA act: -3.8; NRP1-CendR mod: -12.8; MLLE-PAM2 inh: 3.9; FAS-TE inh: -1.5; MT1-MMP act inh: 5.2; Neddyl block: inactive

How did CC(=O)Nc1ccc(S(=O)(=O)Nc2ncccn2)cc1 do in these assays?
SKN-1 inh: -5.8; E coli Lon inh: -2.8; Rin1-Abl PPI inh: -4.0; MsrA act: -1.5; NRP1-CendR mod: -3.1; MLLE-PAM2 inh: 2.0; FAS-TE inh: -6.9; MT1-MMP act inh: 0.6; Neddyl block: inactive

Results for CCC(=O)Nc1ccc2c(c1)ncn2-c1ccccc1 ?
SKN-1 inh: -9.4; E coli Lon inh: -6.5; Rin1-Abl PPI inh: 0.8; MsrA act: 0.6; NRP1-CendR mod: -5.0; MLLE-PAM2 inh: 31.2; FAS-TE inh: -9.2; MT1-MMP act inh: 0.3; Neddyl block: inactive

How did CCCCN1CCC(=O)C(C(=O)OCC)=C1C(=O)OCC do in these assays?
SKN-1 inh: 10.8; E coli Lon inh: -2.8; Rin1-Abl PPI inh: 0.1; MsrA act: -2.1; NRP1-CendR mod: -5.5; MLLE-PAM2 inh: 5.3; FAS-TE inh: -5.6; MT1-MMP act inh: 1.2; Neddyl block: inactive

What do the screens show for `CCOC(=O)C1=CCN(S(=O)(=O)c2ccccc2Br)C1c1ccc(C)cc1` (centres undefined)?
SKN-1 inh: 9.1; E coli Lon inh: -1.6; Rin1-Abl PPI inh: 5.8; MsrA act: -2.1; NRP1-CendR mod: 19.4; MLLE-PAM2 inh: -10.2; FAS-TE inh: 20.3; MT1-MMP act inh: 5.1; Neddyl block: inactive

What do the screens show for `N=c1n(Cc2ccccc2Cl)c2ccccc2n1CC(O)c1ccco1` (centres undefined)?
SKN-1 inh: 12.8; E coli Lon inh: -6.5; Rin1-Abl PPI inh: 3.9; MsrA act: -0.6; NRP1-CendR mod: -3.8; MLLE-PAM2 inh: -1.9; FAS-TE inh: -6.7; MT1-MMP act inh: -3.0; Neddyl block: inactive

How did O=C(Nc1ccon1)C(Sc1ccccc1)c1ccccc1 (centres undefined) do in these assays?
SKN-1 inh: 19.1; E coli Lon inh: -9.1; Rin1-Abl PPI inh: 0.0; MsrA act: -3.2; NRP1-CendR mod: 6.7; MLLE-PAM2 inh: 14.8; FAS-TE inh: 9.1; MT1-MMP act inh: -3.3; Neddyl block: inactive

How did CCOC(=O)/C(=C/c1ccc(Cl)cc1)NC(=O)c1ccco1 do in these assays?
SKN-1 inh: -4.1; E coli Lon inh: -2.9; Rin1-Abl PPI inh: -3.7; MsrA act: -3.4; NRP1-CendR mod: -0.2; MLLE-PAM2 inh: -0.9; FAS-TE inh: -5.5; MT1-MMP act inh: 0.6; Neddyl block: inactive

What do the screens show for `O=C(Cn1nc(-c2ccco2)ccc1=O)Nc1ccc(Br)cc1`?
SKN-1 inh: 20.7; E coli Lon inh: 1.6; Rin1-Abl PPI inh: -0.3; MsrA act: -3.2; NRP1-CendR mod: -6.0; MLLE-PAM2 inh: -1.5; FAS-TE inh: -0.2; MT1-MMP act inh: 2.9; Neddyl block: active

How did Cc1ccc(C(=O)NCC(=O)N2CCc3ccccc3C2)cc1C do in these assays?
SKN-1 inh: 2.6; E coli Lon inh: -1.6; Rin1-Abl PPI inh: 5.3; MsrA act: 0.4; NRP1-CendR mod: -2.9; MLLE-PAM2 inh: 0.0; FAS-TE inh: 0.3; MT1-MMP act inh: 2.5; Neddyl block: inactive

Structural class, the entries above containing a Cl atom.
What do the screens show for `Nc1nc(SCc2c(F)cccc2Cl)[nH]c(=O)c1-c1ccccc1`?
SKN-1 inh: -8.0; E coli Lon inh: 0.4; Rin1-Abl PPI inh: 1.9; MsrA act: -11.7; NRP1-CendR mod: 7.1; MLLE-PAM2 inh: 1.5; FAS-TE inh: -12.1; MT1-MMP act inh: -0.4; Neddyl block: inactive

How did CCN(CC)Cc1c(O)c(Cl)cc2c(C)cc(=O)oc12 do in these assays?
SKN-1 inh: 19.6; E coli Lon inh: 7.7; Rin1-Abl PPI inh: -0.7; MsrA act: -6.7; NRP1-CendR mod: 20.5; MLLE-PAM2 inh: 40.8*; FAS-TE inh: -8.3; MT1-MMP act inh: -0.7

Results for CC(C)NC(=O)C1CC(=O)N(c2ccc(F)c(Cl)c2)C1 (centres undefined) ?
SKN-1 inh: 11.1; E coli Lon inh: -11.5; Rin1-Abl PPI inh: 1.1; MsrA act: 1.7; NRP1-CendR mod: 8.9; MLLE-PAM2 inh: 7.8; FAS-TE inh: -0.3; MT1-MMP act inh: 0.6; Neddyl block: inactive

What do the screens show for `N=c1n(Cc2ccccc2Cl)c2ccccc2n1CC(O)c1ccco1` (centres undefined)?
SKN-1 inh: 12.8; E coli Lon inh: -6.5; Rin1-Abl PPI inh: 3.9; MsrA act: -0.6; NRP1-CendR mod: -3.8; MLLE-PAM2 inh: -1.9; FAS-TE inh: -6.7; MT1-MMP act inh: -3.0; Neddyl block: inactive

How did CCOC(=O)/C(=C/c1ccc(Cl)cc1)NC(=O)c1ccco1 do in these assays?
SKN-1 inh: -4.1; E coli Lon inh: -2.9; Rin1-Abl PPI inh: -3.7; MsrA act: -3.4; NRP1-CendR mod: -0.2; MLLE-PAM2 inh: -0.9; FAS-TE inh: -5.5; MT1-MMP act inh: 0.6; Neddyl block: inactive
